Source: PubChem (The Scripps Research Institute Molecular Screening Center)
TEAD-YAP block = TEAD-YAP interaction inhibition; HEK-TIYL cells, TEAD-Gal4/YAP UAS-luciferase luminescence; inhibition, % at 9.12 µM; hit rate 1.4% among 640,000; in the data active = inhibition above about 32%;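 note: 0% = median of test compound wells and 100% = reference inhibitor wells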
GPR151 ag = activators of human GPR151; Q8TDV0; PathHunter beta-arrestin GPR151 cells, luminescence; activation, % at 11.2 µM; hit rate 1% among 650,000; in the data active = activation above about 4.9%;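 note: 0% = median of compound wells and 100% = cells with positive control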
Target sequence (Q8TDV0 whole entry, looked up): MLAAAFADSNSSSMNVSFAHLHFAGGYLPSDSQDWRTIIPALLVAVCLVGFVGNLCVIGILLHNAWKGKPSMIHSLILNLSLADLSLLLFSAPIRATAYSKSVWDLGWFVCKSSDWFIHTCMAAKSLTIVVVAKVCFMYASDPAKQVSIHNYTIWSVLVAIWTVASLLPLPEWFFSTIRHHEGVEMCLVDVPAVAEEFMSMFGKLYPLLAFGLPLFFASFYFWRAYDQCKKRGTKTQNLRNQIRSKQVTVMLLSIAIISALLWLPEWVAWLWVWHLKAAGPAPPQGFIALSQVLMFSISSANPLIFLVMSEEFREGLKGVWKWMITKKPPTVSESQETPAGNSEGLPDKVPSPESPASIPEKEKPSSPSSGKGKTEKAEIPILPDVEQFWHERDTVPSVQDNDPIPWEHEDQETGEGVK
FBW7 activator = human FBW7 E3 ligase activation, primary screen. Q969H0. AlphaScreen FBW7–phospho-cyclin E peptide binding, activator screen. normalized activity (activation), % at 26.1 µM. hit rate 0.13% among 650,000; in the data active = normalized activity above about 1.9%;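 note: purified mutant Fbw7 with reduced substrate affinity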
MITF primary = human MITF inhibition, primary screen; O75030; AlphaScreen MITF homodimerization, bead proximity signal; hit rate 0.91% among 650,000; inhibition, % at 2.6 µM; in the data active = inhibition above about 50%;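 note: 0% = vehicle wells with protein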
Target sequence (O75030 whole entry, looked up): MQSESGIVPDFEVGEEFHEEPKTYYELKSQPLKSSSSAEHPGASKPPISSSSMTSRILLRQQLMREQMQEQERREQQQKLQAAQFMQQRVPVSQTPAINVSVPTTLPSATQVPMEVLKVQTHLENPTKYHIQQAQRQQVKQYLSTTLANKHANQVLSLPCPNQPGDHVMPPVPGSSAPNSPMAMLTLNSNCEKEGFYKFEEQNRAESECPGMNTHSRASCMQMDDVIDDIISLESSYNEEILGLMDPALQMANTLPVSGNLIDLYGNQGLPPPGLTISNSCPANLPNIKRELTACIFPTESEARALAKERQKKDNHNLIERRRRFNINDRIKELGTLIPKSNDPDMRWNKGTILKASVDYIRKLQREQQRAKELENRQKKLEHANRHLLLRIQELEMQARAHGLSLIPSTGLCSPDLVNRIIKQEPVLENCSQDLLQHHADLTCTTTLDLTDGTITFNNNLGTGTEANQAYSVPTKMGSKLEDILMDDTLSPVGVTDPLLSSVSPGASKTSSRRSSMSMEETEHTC
* marks the source's active call; other numbers are inactive results.

compound	MITF primary	GPR151 ag	FBW7 activator	TEAD-YAP block
CC(C)OC(=O)c1cc(NC(=O)C2C3C=CC(O3)C2C(=O)O)cc(C(=O)OC(C)C)c1 (centres undefined)	-1	-0.4	-0.1	-2
CC(=O)NC(CCS(C)(=O)=O)C(=O)N1CCc2ccccc21 (centres undefined)	-3	4.3	-0.1	-2
CCc1c(C)sc2nc(SCc3cc(=O)n4ccsc4n3)n(CCOC)c(=O)c12	1	-0.2	0.1	1
CC(C)Cn1c(-c2ccc(N(C)C)cc2)nc2ccccc21	10	0.2	0.5	-10
Cc1cc(C)c2nc(C)cc(Nc3ccc(C(=O)NCCO)cc3)c2c1	0	0.4	0.1	9
COC(=O)c1cc(OC)c(OC)cc1NC(=O)/C=C/c1ccccc1	3	0.5	0.0	-5
COc1ccc(/C=c2\sc3nc(-c4ccccc4)nn3c2=O)c(OC)c1	1	0.3	-0.1	10
O=C(O)CC1C(=O)NCCN1C1CCCC1 (centres undefined)	-7	-1.3	-0.1	-4
CC1=Nc2ccccc2N(CC(O)Cn2c3ccccc3c3ccccc32)C(=O)C1 (centres undefined)	1	0.4	-0.1	4
COc1ccc(Nc2nc(N3CCCC3)nc(N3CCN(c4ccc(OC)cc4)CC3)n2)cc1	14	-0.6	0.8	4
Cc1cc(C=O)c(C)n1-c1cccc([N+](=O)[O-])c1	5	-0.4	-0.1	4
CCCN1C(=O)CC(C(=O)OC)C12CCN(Cc1nc3ccccc3n1C)CC2 (centres undefined)	3	0.0	0.3	-11
COCCNc1nc(-c2cccc(OC)c2)ccc1C(=O)Nc1cccc(OC)c1	10	-0.8	0.5	2
c1cncc(-c2ncc(-c3nc4ccccc4o3)c(-c3ccncc3)n2)c1	10	0.4	0.1	8
COc1ccc(N2CCN(C(=O)CN(c3ccccc3)S(C)(=O)=O)CC2)cc1	16	0.1	0.0	3
N#Cc1c(NC(=O)C2Cc3ccccc3C(=O)O2)sc2c1CCCC2 (centres undefined)	-12	-1.6	-0.2	-2
COc1ccc(NC(=O)c2cc(I)ccc2Cl)cc1OC	3	-1.2	-0.1	-9
O=C1CN(CC(=O)NCc2ccc(F)cc2)CCN1	-10	-0.2	-0.1	-2
O=C(NCc1c(-c2ccccc2)nc2n1CCS2)c1ccc(I)cc1	3	-0.2	0.1	-7
Oc1ccc(-c2cnn3c(NCc4ccc(F)cc4)ccnc23)cc1	6	6.5*	-0.1	-26

Rewritten as labelled records: part of the list above.
> COc1ccc(Nc2nc(N3CCCC3)nc(N3CCN(c4ccc(OC)cc4)CC3)n2)cc1
- MITF primary: 14
- GPR151 ag: -0.6
- FBW7 activator: 0.8
- TEAD-YAP block: 4
> Oc1ccc(-c2cnn3c(NCc4ccc(F)cc4)ccnc23)cc1
- MITF primary: 6
- GPR151 ag: 6.5*
- FBW7 activator: -0.1
- TEAD-YAP block: -26

(listing goes on)
compound	MITF primary	GPR151 ag	FBW7 activator	TEAD-YAP block
COc1ccc(/C=N/NC(=O)c2cccs2)cc1Br	8	-1.2	-0.1	-95
CC(C)(C)NCC(O)COc1ccccc1 (centres undefined)	0	-1.2	-0.2	5
COc1cc(Nc2nc3nonc3nc2N2CCCCC2C)c(OC)cc1Cl (centres undefined)	7	0.3	0.1	1
O=C(NCc1ccc(Cl)cc1)c1cc2n(n1)C(C(F)(F)F)CC(c1ccccc1)N2 (centres undefined)	4	3.4	0.1	17
Cc1ccc2c(c1)Nc1nc3nonc3nc1N2	-1	-0.9	0.0	-13
Cc1ccnc(N2C(=O)c3cccc4cccc(c34)C2=O)c1	6	-0.8	0.2	0
COC(=O)c1ccc(N2N=C(C)/C(=C/c3ccc(N(C)C)cc3)C2=O)cc1	12	0.2	-0.1	-1
COc1cc(Cl)c(C)cc1NC(=O)C1COc2ccccc2O1 (centres undefined)	9	-0.9	0.1	-26
O=C1NC(c2cc3c(cc2Cl)OCO3)Nc2ccccc21 (centres undefined)	7	0.3	0.8	51*
CC1CC(C)(C)CC2(C1)NC(=O)NC2=O (centres undefined)	1	-0.5	0.1	1
COCCCNC(=O)/C(C#N)=C/c1cn(-c2ccccc2)nc1-c1ccc(C)cc1	2	-0.2	0.2	-4
CCCn1nnc(NC(=O)c2cc(I)ccc2Cl)n1	4	-0.1	0.1	-8
COc1cccc(C(=O)Nc2ccc(NC(=O)C(C)C)nc2)c1	13	-1.3	0.2	5
COc1ccc2[nH]c3c(=O)n(CCCCC(=O)NCc4ccco4)c(=S)[nH]c3c2c1	13	0.4	0.0	4
N#C/C(=C\c1cc2c(cc1Cl)OCO2)C(=O)Nc1ccccc1C(=O)O	2	2.0	0.2	13
CCOC(=O)C(Cc1ccccc1)C(=O)Nc1ccccc1OC (centres undefined)	-2	-0.1	0.0	14
Cc1cccc(NC(=O)c2ccco2)c1	-4	-4.1	-0.1	-19
CCOC(=O)Cn1c(=O)oc2cc(S(=O)(=O)N(C)c3ccc(C)cc3)ccc21	-8	-0.6	-0.1	-1
Cc1cc(N2CC(C)CC(C)C2)nc2ccc(NC(=O)CCC(=O)N3CCOCC3)cc12 (centres undefined)	6	0.6	0.1	-6
CCN1CCCC1CNCc1c(C(=O)N2CCOCC2)nc2ccccn12 (centres undefined)	13	-0.5	0.0	6
Cc1onc(-c2ccccc2)c1C(=O)N1CCN(C(=O)C2CCCO2)CC1 (centres undefined)	4	-0.3	0.1	0
O=[N+]([O-])c1cc(S(=O)(=O)N2CCCC2)ccc1-n1nnc2ccccc21	18	-1.6	0.0	0
Cc1cc2nnc(SCC(=O)N3CCOCC3)n2c2ccccc12	0	-1.0	0.0	0
CCN1C(=O)Cc2cc(NC(=O)Nc3cc(Cl)ccc3OC)ccc21	-13	-0.9	-0.1	-3
O=C(Nc1ccc(-c2nc3ccccc3o2)cc1)c1cc(Br)ccc1Cl	5	0.0	0.8	1
COc1ccc(OC)c(NC(=O)CSc2nc3ccc(Br)cc3c3nc4ccccc4n23)c1	2	2.0	0.0	-1
CSCCCNCc1c(C(=O)N2CCCCC2)nc2c(C)cccn12	-7	-1.2	0.0	-10
CCN1C(=O)C(C)(C)COc2ccc(NC(=O)CC(C)(C)C)cc21	27	-0.5	0.5	-6
O=C(CSc1ccccc1)NCCSCc1ccccc1	-9	2.7	0.1	-7
Cc1cccc(C)c1-n1c(SCc2cccc(F)c2)nc2c(sc(=S)n2-c2c(C)cccc2C)c1=O	-5	-0.8	0.0	-5
O=c1oc(-c2ccc(Cl)cc2)nc2sc3c(c12)CCC3	10	1.0	-0.1	-1
Cc1cc(C)nc(/N=C(\N)Nc2ccc(OCc3ccc(Cl)cc3)cc2)n1	5	0.6	0.0	5
COc1ccc(C(=O)OC[C@H]2CCCN3CCCCC23)cc1 (some centres undefined)	18	-0.9	0.6	-19
O=C(CNC(=O)C12CC3CC(CC(C3)C1)C2)N1CCN(c2cccc(Cl)c2)CC1	13	-0.6	0.6	7
CCC1N=C(SC)NC(C)=C1C(C)=O (centres undefined)	-5	-0.4	0.1	-11
O=c1c(-c2ccon2)coc2cc(O)ccc12	4	-1.7	0.0	-4
Cn1cc(OCc2ccc(F)cc2)c(=O)cc1C(N)=O	2	2.6	0.0	-4
COCCOC(=O)C1=C(C)NC2=C(C(=O)C(C(=O)OC)C(C)C2)C1c1ccc(O)cc1 (centres undefined)	10	2.6	0.0	12
CCN(CC)S(=O)(=O)c1c(C)nn(S(=O)(=O)c2ccc(C)c(C)c2)c1C	2	0.1	-0.1	8
O=C(Nc1ccc(F)cc1)c1ccc(Cl)c(S(=O)(=O)N2CCOCC2)c1	7	0.3	0.1	-2

A few values from the results shown.
FBW7 activator, O=C(Nc1ccc(F)cc1)c1ccc(Cl)c(S(=O)(=O)N2CCOCC2)c1 is entered as 0.1
GPR151 ag, O=c1c(-c2ccon2)coc2cc(O)ccc12 is entered as -1.7
MITF primary, COc1ccc(OC)c(NC(=O)CSc2nc3ccc(Br)cc3c3nc4ccccc4n23)c1 is entered as 2

Looked up by structure from above, four records:
compound	MITF primary	GPR151 ag	FBW7 activator	TEAD-YAP block
O=C(CNC(=O)C12CC3CC(CC(C3)C1)C2)N1CCN(c2cccc(Cl)c2)CC1	13	-0.6	0.6	7
CCN(CC)S(=O)(=O)c1c(C)nn(S(=O)(=O)c2ccc(C)c(C)c2)c1C	2	0.1	-0.1	8
COc1ccc(OC)c(NC(=O)CSc2nc3ccc(Br)cc3c3nc4ccccc4n23)c1	2	2.0	0.0	-1
CCC1N=C(SC)NC(C)=C1C(C)=O (centres undefined)	-5	-0.4	0.1	-11

Continuation:
compound	MITF primary	GPR151 ag	FBW7 activator	TEAD-YAP block
COc1cccc(/C=C2/C(=O)NC(=O)N(c3ccc(Cl)cc3)C2=O)c1	-3	-0.4	0.0	-1
COc1ccc(N2C(=O)C3C4C=CC(C4=C4CCCCC4)C3C2=O)c(OC)c1 (centres undefined)	16	-1.4	0.0	5
COCCN(CC(=O)NC(C)(C)C)C(=O)CCC(=O)Nc1nccs1	-7	0.0	0.1	8
CN(C1=NC(=O)SC1)c1ccc(O)cc1	21	-0.2	0.0	-3
CC1=Nc2ccc(Cl)cc2C(c2ccccc2)N1CC(=O)NN (centres undefined)	11	0.0	-0.4	-1
COc1ccc(N(C2CSC2)S(=O)(=O)c2ccccc2)cc1	8	-1.3	0.3	2
CCC(C(=O)N1CCCCC1)n1ncn2c(cc3occc32)c1=O (centres undefined)	6	5.7*	0.1	-6
O=C1COC(c2ccccc2)=NN1c1ccccc1	22	1.0	0.2	-5
COc1cccc(C(=O)NN2C(=S)N(c3ccccc3)C(=O)C2CC(N)=O)c1 (centres undefined)	6	-0.7	0.2	-26
CONC(=O)Nc1ccccc1[N+](=O)[O-]	2	1.5	-0.1	12
O=C(CCCn1cccc1)Nc1cc2ccccc2oc1=O	5	1.6	-0.1	-17
COCCCNC(=O)CS(=O)(=O)Cc1nc(-c2ccccc2C)oc1C	3	0.4	-0.1	6
COc1ccc(CN[C@H]2C[C@H]3C(=O)N[C@@H](CCCCN)C(=O)N3C2)cc1	6	0.5	-0.1	6
O=C(CN1CCN(S(=O)(=O)c2ccc(F)cc2)CC1)Nc1cccc(F)c1	-9	-2.2	0.3	2
COc1ccc2nc(NC(=O)Cc3c(C(=O)O)n(C)c4ccccc34)sc2c1	11	-1.9	0.0	5
O=C(O)CC1OC(=O)c2ccc(Br)cc21 (centres undefined)	5	0.8	-0.1	-1
O=C(c1cnn(-c2ccccc2)n1)N1CC(c2nc3ccccc3[nH]2)C1	14	-0.3	0.1	3
CC(C)CCNC(=O)C1CCCN(S(C)(=O)=O)C1 (centres undefined)	6	-1.0	-0.1	5
CCOC(=O)N1CCC(n2c(SCC(=O)Nc3cccc(OC)c3)nc3ccsc3c2=O)CC1	2	1.5	0.1	-9
CN1CCN(C(=O)c2ccc3c(c2)OCCO3)CC1	0	0.2	-0.1	3
COC(=O)C1=C(C)N(Cc2cccnc2)C(=O)C1	3	0.4	0.1	3
CCNC(=O)C(=O)NCC1OCCCN1S(=O)(=O)c1ccc(F)c(C)c1 (centres undefined)	-7	0.2	-0.1	-1
O=C1c2cccnc2C(=O)N1CCc1ccc(S(=O)(=O)NC2CCCCCCC2)cc1	6	0.2	0.3	-1
COc1ccc(N=Cc2nc(-c3ccc(C)cc3)oc2O)cc1Cl	-9	1.8	0.0	-2
Cc1ccc2c(Cl)c(-c3nnc(-c4ccc(C(C)(C)C)cc4)o3)sc2c1	-1	-0.3	-0.2	2
CC(C)n1cnc2c(Nc3ccccc3)nc(NCc3ccc4c(c3)OCO4)nc21	15	-2.7	0.2	-43
CC1CN(C2CC(=O)N(c3ccc(N4C(=O)CC(N5CC(C)OC(C)C5)C4=O)cc3)C2=O)CC(C)O1 (centres undefined)	11	-0.7	0.6	-7
O=c1c2cc3c(=O)n(-c4ccc(Cl)cc4)c(=O)c3cc2c(=O)n1-c1ccc(Cl)cc1	15	-0.7	0.1	1
CCCCN(C)C(=O)C1c2cc(OC)c(OC)cc2C(=O)N2CCc3ccccc3C12 (centres undefined)	4	0.0	0.6	5
COc1ccc(OCC2c3cc(OC)c(OC)cc3CCN2C(=S)NCc2ccccc2)cc1 (centres undefined)	6	-0.6	-0.2	1
Cc1cc(C(=O)N/N=C/c2ccncc2)c(C)o1	-4	-3.9	-0.1	-19
COc1cc(C)ccc1OCc1cc(C(=O)NCc2ccncc2)no1	-4	0.1	0.0	-47
COc1ccc(OC)c(NC(=O)n2ncc3cc(Cl)ccc32)c1	7	-0.5	0.4	4
Cn1c2nc3ccc(Br)cc3c-2nc2ccccc21	6	-1.2	0.1	-23
COc1ccc(C(=O)NCc2nc(-c3ccc(OC)cc3)no2)cc1	7	0.0	0.1	-2
Cc1ccccc1NC(=O)c1cc2cc(Cl)cc(Cl)c2oc1=O	2	1.8	-0.3	-3
COc1ccc(F)c(CN2CCc3nnc(-c4ccccc4)n3CC2)c1	5	-1.0	0.0	7
Cc1c(C(=O)NCCO)c(-c2ccccc2)nn1-c1ccccc1	10	-0.2	-0.1	0
CC1=C(C(=O)Nc2ccc(F)c(F)c2)C(c2ccc(F)cc2)NC(=S)N1 (centres undefined)	-9	-0.2	0.0	16
CCCCCCNc1nc(Nc2ccc(I)cc2)nc(N2CCOCC2)n1	4	0.3	-0.2	4
CC(=O)c1cccc(-c2nc3ncnc(NCCN4CCOCC4)c3[nH]2)c1	3	2.1	-0.2	0
N#Cc1ccccc1COc1ccc(Br)cc1C=O	2	-0.2	0.0	0
Cc1ccccc1NC(=O)/C(C#N)=C\c1cn(CC(=O)O)c2ccccc12	6	0.8	0.0	-5
